Bim-Bcl-B: inhibitors of Bim-Bcl-B interaction, human | inhibition, % at 10 µM | bead-based flow cytometry, Bim peptide-Bcl-B binding | 190,000 tested, 0.073% active | Q9HD36;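 note: 0% = tracer peptide without compound and 100% = reference inhibitor peptide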
Target sequence (Q9HD36 whole entry, looked up): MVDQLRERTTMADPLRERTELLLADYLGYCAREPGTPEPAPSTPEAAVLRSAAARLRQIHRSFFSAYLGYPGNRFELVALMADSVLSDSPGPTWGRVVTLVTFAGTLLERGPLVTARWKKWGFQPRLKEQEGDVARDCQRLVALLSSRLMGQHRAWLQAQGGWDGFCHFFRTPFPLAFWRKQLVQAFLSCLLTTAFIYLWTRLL
RGS8-Gao reg: human RGS8-Galphao interaction regulation; multiplexed bead flow cytometry, RGS8-Galphao binding; actives lie on both sides; response (percent of control binding), % at 10 µM; 220,000 tested, 0.34% active; in the data active = response below about 60% or above about 140%; inactive = in between;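 note: Galphao activated as the GDP aluminium fluoride complex binding bead-coupled RGS8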
Bim-Bcl-XL: human Bim-Bcl-XL interaction inhibition | 190,000 tested, 0.04% active | Q07817 | Bim peptide-Bcl-XL binding, bead flow cytometry, fluorescence | inhibition, % at 10 µM
Target sequence (Q07817 whole entry, looked up): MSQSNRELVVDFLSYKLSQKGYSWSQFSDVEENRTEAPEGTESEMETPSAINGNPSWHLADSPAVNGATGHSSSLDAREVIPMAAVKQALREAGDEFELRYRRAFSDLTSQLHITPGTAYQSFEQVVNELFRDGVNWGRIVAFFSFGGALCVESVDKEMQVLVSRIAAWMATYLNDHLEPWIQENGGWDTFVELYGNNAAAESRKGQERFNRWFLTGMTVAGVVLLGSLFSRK
GSH bead fluor: compound fluoresces at 488/530 nm on GSH beads; GSH beads flow cytometry, compound fluorescence 488/530 nm; stronger effect = higher value; fluorescence (KMESF) at 10 µM; 190,000 tested, 0.25% active; AID 1776; in the data active = fluorescence above about 89;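 note: glutathione beads carrying GST-tagged Bcl family fusion proteins plus one bare bead set; values are compound well signal with DMSO vehicle wells as background; inactives centre near 16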
RGS7-Gao reg: modulates binding of RGS7 to human Galphao; binding response (% of control), % at 10 µM; 220,000 tested, 0.35% active; Multiplexed bead flow cytometry; actives lie on both sides; AID 1439; in the data active = binding response below about 49% or above about 150%; inconclusive = no clear call, values can overlap the other calls; inactive = in between;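 note: fluorescent Galphao held in activated GDP-AlF4 state binding bead-coupled RGS7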
Bcl-W Bim block: human Bim-Bcl-W interaction inhibition | AID 952 | bead-based flow cytometry, Bim peptide-Bcl-W binding | inhibition, % at 10 µM | 190,000 tested, 0.02% active;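 note: 0% = bound tracer without compound and 100% = peptide blocker; higher means less fluorescent Bim peptide bound to Bcl-W beads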
RGS4-Gao reg: modulates binding of RGS4 to human Galphao; Multiplexed bead flow cytometry; actives lie on both sides; 220,000 tested, 0.33% active; binding response (% of control), % at 10 µM; AID 1415; in the data active = binding response below about 49% or above about 150%; inactive = in between;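 note: fluorescent Galphao activated with aluminum fluoride binding bead-coupled RGS4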
ABCG2 inh: inhibitors of human ABCG2 transporter, ABCB1 counter-screen | Q9UNQ0 | IgMXP3 cells, JC-1 efflux, flow cytometry | inhibition, % at 6.6 µM | 190,000 tested, 0.1% active;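 active = inhibition above 80%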;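 note: 0% = DMSO and 100% = nicardipine control wells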
Target sequence (Q9UNQ0 whole entry, looked up): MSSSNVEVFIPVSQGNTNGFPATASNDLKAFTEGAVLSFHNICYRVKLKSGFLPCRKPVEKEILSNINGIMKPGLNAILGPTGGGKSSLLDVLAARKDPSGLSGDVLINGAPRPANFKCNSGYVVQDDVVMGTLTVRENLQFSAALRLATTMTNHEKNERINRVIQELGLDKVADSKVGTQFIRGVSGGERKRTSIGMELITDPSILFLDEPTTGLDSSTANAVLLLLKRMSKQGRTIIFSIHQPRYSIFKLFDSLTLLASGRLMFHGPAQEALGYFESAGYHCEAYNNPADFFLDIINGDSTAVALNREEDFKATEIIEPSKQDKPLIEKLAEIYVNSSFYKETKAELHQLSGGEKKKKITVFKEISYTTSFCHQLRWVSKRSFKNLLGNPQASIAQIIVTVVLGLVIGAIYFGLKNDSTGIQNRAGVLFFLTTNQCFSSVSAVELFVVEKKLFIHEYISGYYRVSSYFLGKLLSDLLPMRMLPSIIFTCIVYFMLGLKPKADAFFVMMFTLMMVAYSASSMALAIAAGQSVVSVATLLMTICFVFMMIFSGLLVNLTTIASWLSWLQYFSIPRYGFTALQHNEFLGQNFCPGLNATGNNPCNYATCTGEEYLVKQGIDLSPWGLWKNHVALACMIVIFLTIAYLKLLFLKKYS
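Test system: IgMXP3 (ABCG2) plus far-red-tagged CCRF-Adr (ABCB1) cells. Reagent: JC-1 dye as substrate. Timing: 10 min exposure at 25 °C with rotation, no wash. Measured by: flow cytometric JC-1 green MFI at 530 nm. Read-out: percent efflux inhibition, scaled nicardipine 100% to DMSO 0%. Control set: nicardipine and DMSO wells.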
Bim-Bfl-1: human Bim-Bfl-1 interaction inhibition | Q16548 | Bead-based flow cytometry, Bim-Bfl-1 binding inhibition | inhibition, % at 10 µM | 190,000 tested, 0.12% active | AID 1008;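 note: 0% = wells without compound plus tracer and 100% = blocker peptide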
ABCB1 inh: blocks JC-1 efflux by human ABCB1 transporter; CCRF-Adr cells, flow cytometry; 190,000 tested, 0.067% active; P08183; inhibition, % at 6.6 µM; in the data active = inhibition above about 40%;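 note: 0% = vehicle and 100% = reference inhibitor; higher value means more JC-1 retained so stronger ABCB1 efflux block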
Bim-Bcl-2: human Bim-Bcl-2 interaction inhibition; P10415; Bead-based flow cytometry, Bim peptide-Bcl-2 binding; inhibition, % at 10 µM; 190,000 tested, 0.06% active; AID 950; in the data active = inhibition above about 40%; inconclusive = no clear call, values can overlap the other calls;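 note: 0% = no compound wells with probe peptide and 100% = reference peptide inhibitor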
An asterisk follows results filed as active; ? = inconclusive; nt = no result given. Cut-off read from the data, not from the text of the source, unless noted: active = inhibition above about 40%.

1: O=C(Nc1nc(-c2ccc(S(=O)(=O)N3CCOCC3)cc2)cs1)c1ccccc1
2: Cc1ccccc1-c1nnnn1C1CCS(=O)(=O)C1 (stereo not drawn)
3: CCOc1cccc(CNc2ccc(O)cc2)c1OCc1ccc(Cl)cc1
4: CC(C)[C@H](NC(N)=O)C(=O)Nc1ccc2c(c1)CCC2
5: FC(F)(F)c1nc2ccccc2n2c(-c3ccc(Cl)cc3)nnc12
6: COc1ccc(Cn2cnc3c(NS(C)(=O)=O)c(C)c(C)cc32)cc1
7: C=CCSc1nnc2n(-c3ccccc3OC)c(=O)c3c4c(sc3n12)CCC4
8: C#CCOCCOCCOCCNc1nc(N2CCN(C(=O)[C@H]([C@@H](C)CC)n3cc([C@@H](N)CO)nn3)CC2)nc(N2CCN(C(=O)[C@H]([C@@H](C)CC)n3cc([C@@H](N)Cc4ccc(O)cc4)nn3)CC2)n1

Compound	1	2	3	4	5	6	7	8
Bim-Bcl-B	6	0	3	-7	2	-11	-7	-5
RGS8-Gao reg	98	100	88	101	101	98	102	41*
Bim-Bcl-XL	6	1	2	-3	0	-8	-5	0
GSH bead fluor	11	14	6	30	16	51	14	18
RGS7-Gao reg	102	98	92	101	99	99	101	18*
Bcl-W Bim block	6	3	5	0	0	3	-6	-1
RGS4-Gao reg	95	100	84	105	99	98	101	22*
ABCG2 inh	0	2	0	2	3	1	2	-1
Bim-Bfl-1	1	-6	23	-8	0	-9	-4	-6
ABCB1 inh	0.3	0.5	0.1	0.3	0.8	0.2	2.4	-0.1
Bim-Bcl-2	0	1	9	-7	1	-9	-6	-7

9: CC(=O)Nc1nonc1-c1nc2ccccc2n1Cc1nnc(C)o1
10: O=C(c1ccco1)N1CCN(C(c2ccc(F)cc2)c2nnnn2CC2CCCO2)CC1 (stereo not drawn)
11: CC(C)C(=O)Nc1ccc(N2CCCC2)cc1
12: CC(=O)N1CCCc2cc(S(=O)(=O)N3CCC(C)CC3)ccc21
13: Cc1ccccc1NC(=O)NCc1ccco1
14: COc1ccccc1CN1CCNC(=O)C1CC(=O)NCCc1cnccn1 (stereo not drawn)
15: COc1ccc(NC(=S)Nc2cc(-c3ccccc3)[nH]n2)cc1Cl
16: CC1CC(C)CN(CCCOc2ccccc2[N+](=O)[O-])C1 (stereo not drawn)

Compound	9	10	11	12	13	14	15	16
Bim-Bcl-B	-3	0	-10	-6	2	-1	-11	-2
RGS8-Gao reg	106	103	98	100	109	105	99	105
Bim-Bcl-XL	0	-2	-5	-3	8	-4	-2	-2
GSH bead fluor	18	53	30	24	26	10	26	11
RGS7-Gao reg	100	102	94	101	107	110	103	102
Bcl-W Bim block	2	-1	2	-4	2	0	-3	-1
RGS4-Gao reg	105	99	96	100	105	98	103	107
ABCG2 inh	0	-2	2	7	6	0	-3	6
Bim-Bfl-1	-10	-4	-9	-1	6	-6	-9	-3
ABCB1 inh	0.0	-0.2	-2.5	0.4	-0.2	-0.1	-0.7	0.9
Bim-Bcl-2	0	0	-7	0	5	-1	-6	-1

17: Cc1ccc(/C=N/Nc2ccc3c(C(F)(F)F)cc(C(F)(F)F)nc3n2)cc1
18: O=C(/C=C/c1nc2ccccc2s1)N1CCCCCC1
19: C=CCn1c(=N)n(CC(=O)O)c2ccccc21
20: CCOC(=O)/C(=N/Nc1ccccc1)c1csc(Nc2ccccc2)n1
21: CN(C)C(=O)COc1ncnc2scc(-c3ccc(F)cc3)c12
22: Cc1ccc(OCCN2CCN(CC(O)Cn3c4ccccc4c4ccccc43)CC2)cc1 (stereo not drawn)
23: Cc1ccc(NC(=O)C(Nc2ccccc2)c2ccccc2)cc1 (stereo not drawn)
24: Cc1ccccc1S(=O)(=O)Nc1ncnc2scc(-c3ccccc3)c12

Compound	17	18	19	20	21	22	23	24
Bim-Bcl-B	-6	-5	-6	-2	-2	-2	-4	-1
RGS8-Gao reg	101	98	102	100	100	123	80	97
Bim-Bcl-XL	-1	-3	2	-13	0	-8	-4	-3
GSH bead fluor	30	13	34	18	13	19	8	8
RGS7-Gao reg	99	88	102	97	98	109	94	93
Bcl-W Bim block	0	0	0	-8	0	-3	-3	-1
RGS4-Gao reg	101	94	105	102	99	107	95	94
ABCG2 inh	18	21	-1	1	1	2	28	-3
Bim-Bfl-1	-15	-5	-13	-2	4	-5	-8	0
ABCB1 inh	0.8	0.6	-1.9	-0.1	-0.4	0.6	0.7	-1.5
Bim-Bcl-2	-13	2	-9	0	-2	-10	-6	-2

The closing four entries of the part before open the next one.
21: CN(C)C(=O)COc1ncnc2scc(-c3ccc(F)cc3)c12
22: Cc1ccc(OCCN2CCN(CC(O)Cn3c4ccccc4c4ccccc43)CC2)cc1 (stereo not drawn)
23: Cc1ccc(NC(=O)C(Nc2ccccc2)c2ccccc2)cc1 (stereo not drawn)
24: Cc1ccccc1S(=O)(=O)Nc1ncnc2scc(-c3ccccc3)c12
25: CCN(CC)S(=O)(=O)c1ccc(N2CCOCC2)c(NC(=O)COc2ccccc2C#N)c1
26: CCOC(=O)c1ccc(NC(=O)NC2CC3CCC(C2)N3Cc2nnnn2C(C)(C)C)cc1 (stereo not drawn)
27: CCCNC(=O)Nc1ccc(F)c(Cl)c1
28: CCOc1cc(CN2CCN(C(=O)c3ccco3)CC2)ccc1OC
29: Cc1ccc2c(c1)n([O-])c1c([n+]2=O)CCCC1
30: O=C1NN=C(c2ccc(Cl)cc2)CC1c1cccc(Cl)c1 (stereo not drawn)
31: NC/C(=N\O)c1ccc(Cl)cc1Cl
32: COc1ccc(-c2cc(C(=O)Nc3cc(C)nn3-c3ccccc3)no2)cc1

Compound	21	22	23	24	25	26	27	28	29	30	31	32
Bim-Bcl-B	-2	-2	-4	-1	-2	-6	-3	-3	-1	-6	-1	-7
RGS8-Gao reg	100	123	80	97	102	102	95	93	101	110	95	106
Bim-Bcl-XL	0	-8	-4	-3	-3	9	-6	-3	1	1	-1	-7
GSH bead fluor	13	19	8	8	12	59	16	10	9	50	7	25
RGS7-Gao reg	98	109	94	93	?	98	?	87	103	106	91	104
Bcl-W Bim block	0	-3	-3	-1	0	1	-6	2	5	2	-1	-6
RGS4-Gao reg	99	107	95	94	104	97	95	89	102	108	94	102
ABCG2 inh	1	2	28	-3	3	1	43	0	3	2	0	15
Bim-Bfl-1	4	-5	-8	0	0	-3	-3	-5	-10	-11	-3	-6
ABCB1 inh	-0.4	0.6	0.7	-1.5	0.6	0.0	3.3	0.0	0.2	0.5	0.3	0.2
Bim-Bcl-2	-2	-10	-6	-2	2	-4	-2	-1	-2	-6	-1	-9

Sorted by the number under Bim-Bfl-1 (rising): 3 of the compounds above.
entry	canonical_smiles	Bim-Bcl-B	RGS8-Gao reg	Bim-Bcl-XL	GSH bead fluor	RGS7-Gao reg	Bcl-W Bim block	RGS4-Gao reg	Bim-Bfl-1	ABCB1 inh	Bim-Bcl-2
30	O=C1NN=C(c2ccc(Cl)cc2)CC1c1cccc(Cl)c1 (stereo not drawn)	-6	110	1	50	106	2	108	-11	0.5	-6
32	COc1ccc(-c2cc(C(=O)Nc3cc(C)nn3-c3ccccc3)no2)cc1	-7	106	-7	25	104	-6	102	-6	0.2	-9
27	CCCNC(=O)Nc1ccc(F)c(Cl)c1	-3	95	-6	16	?	-6	95	-3	3.3	-2

The list continues.
33: Nc1ccn(Cc2cccc(F)c2)n1
34: Clc1ccc(Cn2cc(/C=N/n3cnnc3)c3ccccc32)c(Cl)c1
35: CC(C)N(CCO)C(=O)CCc1nnc(CCCc2ccccc2)o1
36: CCOC(=O)N1CCN(C(=S)NC)CC1
37: CCCCc1c(CCC)c(=N)c2ccccc2n1C
38: CCOC(=O)N1CCC(N2CCCC(CO)(Cc3ccccc3C)C2)CC1 (stereo not drawn)
39: Cn1c(=N)n(CC(=O)O)c2ccccc21
40: O=C1CC(c2ccc(F)cc2)Cc2nc(NCc3ccco3)ncc21 (stereo not drawn)

Compound	33	34	35	36	37	38	39	40
Bim-Bcl-B	-3	-5	-5	-5	-6	-6	-4	-5
RGS8-Gao reg	100	101	100	100	103	95	101	95
Bim-Bcl-XL	-1	-3	-2	0	-2	-6	-5	2
GSH bead fluor	9	16	13	8	12	19	5	39
RGS7-Gao reg	98	102	103	105	99	96	97	96
Bcl-W Bim block	-2	3	0	0	-2	-4	3	0
RGS4-Gao reg	100	98	100	97	98	100	101	93
ABCG2 inh	1	4	2	1	1	-6	0	3
Bim-Bfl-1	-6	-7	-6	0	0	-7	-10	-13
ABCB1 inh	1.1	0.6	1.0	0.6	0.1	-2.6	0.1	0.4
Bim-Bcl-2	-6	-4	1	0	-2	-2	-2	-7

Some entries already given, showing only Bim-Bcl-B and Bim-Bcl-XL:
| No. | SMILES | Bim-Bcl-B | Bim-Bcl-XL |
| --- | --- | --- | --- |
| 35 | CC(C)N(CCO)C(=O)CCc1nnc(CCCc2ccccc2)o1 | -5 | -2 |
| 36 | CCOC(=O)N1CCN(C(=S)NC)CC1 | -5 | 0 |
| 37 | CCCCc1c(CCC)c(=N)c2ccccc2n1C | -6 | -2 |
| 38 | CCOC(=O)N1CCC(N2CCCC(CO)(Cc3ccccc3C)C2)CC1 (stereo not drawn) | -6 | -6 |
| 39 | Cn1c(=N)n(CC(=O)O)c2ccccc21 | -4 | -5 |

The listing continues:
41: O=C(CCN1C(=O)c2ccccc2C1=O)N1CCCCCC1
42: CC(C)Sc1oc(-c2ccco2)nc1S(=O)(=O)c1ccccc1
43: COc1ccc(-c2ccc(CCC(=O)O)n2CC(=O)Nc2cccc(OC)c2)cc1
44: CCCn1c(NC(=O)C23CC4CC(CC(O)(C4)C2)C3)nc2ccccc21
45: CCC(C)(C)n1nnnc1CN(Cc1ccco1)Cc1cc2cc3c(cc2[nH]c1=O)OCO3
46: COc1ccc(-n2nc(C(=O)Nc3ccc(OC)c(OC)c3)c3c4ccccc4n(C)c3c2=O)cc1
47: CCCCOc1ccc(CC(=O)NCC(=O)O)cc1
48: COc1ccc(Br)cc1CN1CCCCCCC1
49: CCCN(CC1CCCO1)C(=O)CCc1nnc(-c2cc(C)on2)o1 (stereo not drawn)
50: COC(=O)N/N=C/c1cccnc1
51: Cc1nc2cc(-c3cccs3)nn2c(NCC(C)(C)CN(C)C)c1C

Compound	41	42	43	44	45	46	47	48	49	50	51
Bim-Bcl-B	-4	-9	-6	-4	0	nt	-11	-58	-1	-2	1
RGS8-Gao reg	105	97	97	105	101	91	101	103	110	102	102
Bim-Bcl-XL	-1	4	1	-2	0	nt	-6	-41	0	-4	2
GSH bead fluor	15	34	10	12	22	83	15	71	18	8	25
RGS7-Gao reg	114	101	98	104	101	107	96	109	108	102	99
Bcl-W Bim block	0	4	3	-3	0	nt	-4	-49	0	0	3
RGS4-Gao reg	107	95	100	106	102	87	95	108	107	101	101
ABCG2 inh	5	1	0	1	6	4	15	2	1	4	1
Bim-Bfl-1	8	-10	-2	-7	0	nt	-12	-47	-6	0	-3
ABCB1 inh	1.4	0.2	-0.2	0.2	1.8	3.1	0.1	0.7	0.2	0.8	0.8
Bim-Bcl-2	3	-7	-2	-7	0	?	-6	-51	-2	2	3
